Bioassay records as filed in PubChem.
NPYLR7 ag: activates Aedes aegypti NPYLR7 receptor | HEK293T NPYLR7/Galpha15, GCaMP6s calcium fluorescence | activation, % at 10 µM | 0.15% of 270,000 active; in the data active = activation above about 40%;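 note: 0% = vehicle and 100% = reference agonist at the receptor; some compounds past the cut are filed as inactive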
hcGAS lum: human cGAS inhibition; recombinant h-cGAS, ATP depletion, Kinase-Glo luminescence; AID 1259398; inhibition, % at 12.5 µM; 0.081% of 290,000 active; Q8N884;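 note: 0% = vehicle reaction and 100% = reaction without DNA for no activity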
Target sequence (Q8N884 whole entry, looked up): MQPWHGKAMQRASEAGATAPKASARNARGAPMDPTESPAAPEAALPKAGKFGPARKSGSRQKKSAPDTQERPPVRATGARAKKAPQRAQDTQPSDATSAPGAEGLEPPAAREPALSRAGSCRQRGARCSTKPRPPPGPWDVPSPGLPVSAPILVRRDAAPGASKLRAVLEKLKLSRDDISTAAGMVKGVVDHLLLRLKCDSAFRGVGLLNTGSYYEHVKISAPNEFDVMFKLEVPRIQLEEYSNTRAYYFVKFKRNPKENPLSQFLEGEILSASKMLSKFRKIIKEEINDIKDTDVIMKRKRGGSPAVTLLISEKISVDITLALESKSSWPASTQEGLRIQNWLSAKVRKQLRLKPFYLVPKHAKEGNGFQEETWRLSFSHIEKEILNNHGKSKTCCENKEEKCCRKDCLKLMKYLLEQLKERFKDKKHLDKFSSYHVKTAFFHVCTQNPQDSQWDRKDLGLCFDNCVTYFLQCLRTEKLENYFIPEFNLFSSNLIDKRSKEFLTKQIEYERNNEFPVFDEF
mcGAS inh: blocks mouse cGAS activity; recombinant cGAS, Kinase-Glo ATP depletion luminescence; Q8C6L5; 0.15% of 160,000 active; inhibition, % at 12.5 µM;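 note: 0% = negative control wells and 100% = reference inhibitor with no enzyme activity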
* hit, by the source's call; x = not tested or not shown; & = joins results of further samples. Cut-off read from the data, not from the text of the source, unless noted: active = inhibition above about 40%; inactive = the rest. Hits appear at their usual frequency. Share with any hit: about 0.29%.

Molecule	NPYLR7 ag	hcGAS lum	mcGAS inh
COCCCC1CCCCN1C(=O)NCCc1ccccc1 (stereo unspecified)	21.5	-1.2	x
c1cc(-c2cncnc2)cc(-c2ccn(CC3CCCCO3)n2)c1 (stereo unspecified)	-23.4	15.0	x
O=C(O)c1ccccc1-n1c(-c2snnc2-c2ccccc2)n[nH]c1=S	-5.2	-5.8	-3.6
Nc1ncccc1C(=O)OCC(=O)Nc1ccc(I)cc1	5.3	-4.5	x
COc1cn(CC(=O)Nc2ccccc2F)c(CSc2nnnn2C)cc1=O	-6.2	-6.9	-7.3
COc1cc([N+](=O)[O-])ccc1NC(=O)C1CCCN1S(=O)(=O)c1ccc(Cl)s1 (stereo unspecified)	-0.7	-7.5	-9.2
CCC(=O)N1CCC1(C)C(=O)NCc1ccc2c(c1)OCO2 (stereo unspecified)	7.0	-19.2	-7.7
O=c1c2ccccc2[nH]c(=S)n1C1CCCC1	-5.1	-10.5	x
CCN(Cc1nc2ccccc2c(=O)[nH]1)C(=O)c1ccc2c(c1)CCC2	-2.6	2.6	x
Cc1ccc(Cc2nn3c(SCC(=O)N(C)c4ccccc4)nnc3[nH]c2=O)cc1	-0.9	-6.4	-7.2
CC(NC(=O)C=C1CCCCC1)c1ccc(S(C)(=O)=O)cc1 (stereo unspecified)	-5.6	-2.4	x
COc1cc(C=Nn2nnnc2N)ccc1OCCc1ccccc1	-1.7	4.3	x
Oc1ccccc1-c1cc(C(F)(F)F)nc(-c2ccccc2)n1	3.1	0.4	x
CN(Cc1csc(-c2cccs2)n1)C(=O)c1cn(C2CC2)cc(C(=O)NC2CCCCC2)c1=O	-6.2	-2.6	-1.7
C=CCNC(=O)C(C1CCCC1)N1CCN(C(=O)C2CCC2)CC1 (stereo unspecified)	-7.4	-4.4	-4.8
Cc1cc2cc(CNC(=S)NCc3ccccc3)ccc2[nH]1	-0.8	0.6	x
Cc1ccc(C)c(Nc2nc(N3CCCC3)nc3nccnc23)c1	3.5	-4.8	x
CC(=O)c1ccc(SCC(=O)Nc2ccc(S(=O)(=O)N3CCCCC3)cc2)c(F)c1	3.6	-2.3	-7.6
CC(=O)NC(CC(=O)N1CC(C)OC(C)C1)c1ccc(Cl)cc1 (stereo unspecified)	-1.1	-17.2	-7.1
COCCNC(=O)C(=O)NCC1CCCO1 (stereo unspecified)	12.4	-0.9	-3.9
O=C(Nc1ccccc1)c1cc2n(n1)CCN(Cc1cnc[nH]1)C2	-5.0	-6.1	x
COc1cccc(-n2cc(CN(C)Cc3cc(F)ccc3F)cn2)c1	6.3	-4.9	x
CCCOC(=O)C1=C(C)NC2=C(C(=O)CC(c3ccc(OC)cc3)C2)C1c1ccc(OC)cc1OC (stereo unspecified)	-7.5	-1.1	-4.7
CCCCn1cnc2cc(C)c(C)cc21	1.3	-3.0	x
Cn1cc(CN2C[C@H]3OC(=O)N(CCCN4CCOCC4)[C@H]3C2)cn1	x	6.5	0.1
CN1C(=O)c2ccccc2C(C(=O)Nc2ccc3c(c2)OCO3)C1c1cn(C)c2ccccc12 (stereo unspecified)	-4.9	1.5	x
CCOC(=O)Cn1c(O)c(N=NC(=O)CNC(=O)c2ccc(Br)cc2)c2ccccc21	1.4	-0.5	-1.9
O=C(c1ccc(-c2ccccc2)cc1)C1CCCN(Cc2cccnc2)C1 (stereo unspecified)	-0.2	-4.1	x
C=c1cc(C)n(CC(=O)Nc2ccc(C)cc2C)c(=O)c1=C1N=C(c2ccc(OC)cc2)NO1	-3.0	-5.3	-8.9
COc1ccc(C)cc1Nc1ncnc(N)c1[N+](=O)[O-]	4.2	3.8	1.5
CCOC(=O)CN1N=C(c2ccc(Cl)cc2)Cn2c1nc1c2c(=O)n(C)c(=O)n1C	4.0	-2.4	-5.9
CC(C)C(=O)N1CCC1(C)C(=O)Nc1ccc(-n2cncn2)cc1 (stereo unspecified)	-4.8	0.6	-1.8
Cc1nonc1CN(C)C(=O)CC1C(=O)NCCN1Cc1cccc(C(F)(F)F)c1 (stereo unspecified)	-1.4	-8.4	-3.2
CCCCN(Cc1cccn1Cc1ccc(Br)cc1)C(=O)CN(CCCC)C(=O)C1CC1	-4.5	2.2	2.5
COc1ccc(S(=O)(=O)NCC2CCCN(C(=O)CCN3CCCO3)C2)cc1 (stereo unspecified)	10.6	-11.6	x
COc1cccc(CSc2nc(Oc3ccc(Cl)cc3)cc(C(C)C)n2)c1	-2.3	-0.7	-4.2
CC(CC(=O)c1cccs1)NC(=O)C(C)Cc1ccccc1F (stereo unspecified)	0.6	-6.1	x
CC(C)(O)C#Cc1ccc(-c2nccn2Cc2ccsc2)s1	0.4	-4.5	-7.0
N#CCc1cccc(C(=O)Nc2ccc3c(c2)S(=O)(=O)C=C3)c1	-3.9	-2.9	x
CCNC(=O)Nc1ccc(-c2nc3cc(Cl)ccc3o2)cc1	2.1	-2.4	-0.1
CCCN(C(=O)c1ccoc1)C1CC(OCC)C12CCCCC2 (stereo unspecified)	-0.3	-15.0	x
Cc1cc(NC(=O)c2ccc3ncsc3c2)n(C(C)C)n1	x	-7.4	-5.0
O=C(NC[C@@H]1CCNC[C@H]1O)C12CC3CC(C1)CC(c1ccccc1)(C3)C2	6.4	-4.3	-11.2
COC(=O)c1ccc(CSc2nnc(CCc3c(C)[nH]c(=O)[nH]c3=O)o2)o1	-6.6	-7.4	-7.4
Cc1ccccc1CCN1CCCC(CN(C)C(=O)Cn2nc3ccccc3n2)C1 (stereo unspecified)	20.6	-7.9	x
CCOc1ccc(C(=O)c2cn(Cc3ccccc3OC)c3ccccc3c2=O)cc1	1.4	2.3	x
COc1cccc(C2=NNC(=NC3CCCCC3C)SC2)c1 (stereo unspecified)	-6.9	-6.3	-16.2
COc1ccc(CCNC(=O)c2csc(CSc3nnc(-c4ccncc4)n3-c3ccccc3F)n2)cc1OC	-11.1	-13.2	-6.4
CC1(C(=O)NS(=O)(=O)c2ccccc2Cl)CCN1C(=O)CC1CC1 (stereo unspecified)	1.7	-7.8	x
COC(=O)N1CC[C@@]2(C1)[C@H](O)CN(C)S2(=O)=O	3.7	1.3	-6.1
CCCC(=O)N1CCCC1C(=O)NC(C)c1cc(C)sc1C (stereo unspecified)	6.2&-2.4	-8.7&-14.2	-6.6
COc1ccccc1CNC(=O)c1ccc2nc(C)c(N(C)Cc3ccc(NC(C)=O)cc3)n2c1	25.6	-5.0	-2.9
COc1cc(CN(Cc2ccc(C(O)(c3cccs3)c3cccs3)o2)C(C)C)cc(OC)c1	-1.5	-1.7	-4.2
CNC(=O)Oc1ccc2c(c1)[C@]1(C)CCN(C)C1N2C (stereo partly specified)	-1.0	-0.1	x
Cc1cccc(S(=O)(=O)NCCc2csc3nc(-c4ccccc4C)nn23)c1	1.6	-8.8	-7.8
COc1ccc(-c2cnc3ncnn3c2N2CCCN(C(=O)c3cc(C(C)(C)C)oc3C)CC2)cc1	-9.0	1.8	3.2
O=C(CN1C(=O)CSc2ccccc21)Nc1cccc(N2CCCC2=O)c1	11.7	-5.4	x
COc1cc(N2CCC(=O)NCC2C)nc(OC)n1 (stereo unspecified)	20.8	-9.5	x
CCCC(=O)NCC1CCCN(C(=O)c2cc(C)sc2C)C1 (stereo unspecified)	3.1	-6.7	-15.4
CSc1ccc(-c2ccc(-n3ccnc3)cc2)nn1	12.8	-18.2	x

An excerpt from further up, as a working copy:
Molecule	NPYLR7 ag	hcGAS lum	mcGAS inh
CC(C)(O)C#Cc1ccc(-c2nccn2Cc2ccsc2)s1	0.4	-4.5	-7.0
N#CCc1cccc(C(=O)Nc2ccc3c(c2)S(=O)(=O)C=C3)c1	-3.9	-2.9	x
CCNC(=O)Nc1ccc(-c2nc3cc(Cl)ccc3o2)cc1	2.1	-2.4	-0.1
CCCN(C(=O)c1ccoc1)C1CC(OCC)C12CCCCC2 (stereo unspecified)	-0.3	-15.0	x
Cc1cc(NC(=O)c2ccc3ncsc3c2)n(C(C)C)n1	x	-7.4	-5.0
O=C(NC[C@@H]1CCNC[C@H]1O)C12CC3CC(C1)CC(c1ccccc1)(C3)C2	6.4	-4.3	-11.2
COC(=O)c1ccc(CSc2nnc(CCc3c(C)[nH]c(=O)[nH]c3=O)o2)o1	-6.6	-7.4	-7.4
Cc1ccccc1CCN1CCCC(CN(C)C(=O)Cn2nc3ccccc3n2)C1 (stereo unspecified)	20.6	-7.9	x
CCOc1ccc(C(=O)c2cn(Cc3ccccc3OC)c3ccccc3c2=O)cc1	1.4	2.3	x
COc1cccc(C2=NNC(=NC3CCCCC3C)SC2)c1 (stereo unspecified)	-6.9	-6.3	-16.2
COc1ccc(CCNC(=O)c2csc(CSc3nnc(-c4ccncc4)n3-c3ccccc3F)n2)cc1OC	-11.1	-13.2	-6.4
CC1(C(=O)NS(=O)(=O)c2ccccc2Cl)CCN1C(=O)CC1CC1 (stereo unspecified)	1.7	-7.8	x
COC(=O)N1CC[C@@]2(C1)[C@H](O)CN(C)S2(=O)=O	3.7	1.3	-6.1
CCCC(=O)N1CCCC1C(=O)NC(C)c1cc(C)sc1C (stereo unspecified)	6.2&-2.4	-8.7&-14.2	-6.6
COc1ccccc1CNC(=O)c1ccc2nc(C)c(N(C)Cc3ccc(NC(C)=O)cc3)n2c1	25.6	-5.0	-2.9
COc1cc(CN(Cc2ccc(C(O)(c3cccs3)c3cccs3)o2)C(C)C)cc(OC)c1	-1.5	-1.7	-4.2
CNC(=O)Oc1ccc2c(c1)[C@]1(C)CCN(C)C1N2C (stereo partly specified)	-1.0	-0.1	x
Cc1cccc(S(=O)(=O)NCCc2csc3nc(-c4ccccc4C)nn23)c1	1.6	-8.8	-7.8
COc1ccc(-c2cnc3ncnn3c2N2CCCN(C(=O)c3cc(C(C)(C)C)oc3C)CC2)cc1	-9.0	1.8	3.2
O=C(CN1C(=O)CSc2ccccc21)Nc1cccc(N2CCCC2=O)c1	11.7	-5.4	x
COc1cc(N2CCC(=O)NCC2C)nc(OC)n1 (stereo unspecified)	20.8	-9.5	x
CCCC(=O)NCC1CCCN(C(=O)c2cc(C)sc2C)C1 (stereo unspecified)	3.1	-6.7	-15.4
CSc1ccc(-c2ccc(-n3ccnc3)cc2)nn1	12.8	-18.2	x

Later entries.
Molecule	NPYLR7 ag	hcGAS lum	mcGAS inh
CCCC(Sc1nnc(-c2ccc(F)cc2)n1-c1ccccc1)C(=O)OCC (stereo unspecified)	x	-2.2	-2.5
CC1(C)C(c2ccccc2)[N+](=O)C(c2ccccc2)=C(c2ccccc2)N1[O-] (stereo unspecified)	13.0	-8.3	x
CC(C)C(C)(C#N)NC(=O)COC(=O)c1ccccc1-c1ccccc1C#N (stereo unspecified)	3.8	6.0	x
Cc1nc2ccc(F)cc2n1C1CCN(C(=O)C(C)CC(F)(F)F)CC1 (stereo unspecified)	3.1	-5.4	-6.4
O=C(CCc1nnc(CCc2ccccc2)o1)NCC(F)(F)F	3.1	-3.7	-5.9
COc1ccc(C(=O)N2CCN(C3c4ccccc4CCc4ccccc43)CC2)cc1F	27.4	-8.9	-6.9
O=C(CSc1nc(=O)n(CCCO)c2c1CCCC2)Nc1cccc([N+](=O)[O-])c1	-3.4	-6.0	46.6*
CCCCn1nnnc1NCc1cc(OC)c(OC)c(OC)c1	3.4	-2.0	-5.0
COC(=O)c1c(NC(=O)c2ccccc2Br)sc(C)c1C	-2.2	-0.9	x
O=C(CNC(=O)c1ccc(Cl)cc1Cl)Nc1cccnc1	9.4	-14.6	-8.9
COc1cccc(-n2nnc3c(SCC(N)=O)ncnc32)c1	15.8	-8.6	7.5
COc1ccc(OC)c(CCNc2nc3cnc(-c4ccc5c(c4)OCO5)cc3n2C)c1	70.6*	-6.6	14.9
CC(=O)c1ccc(C(=O)N2CCc3c(cc(-c4ccccc4F)c(=O)n3Cc3ccncc3)C2)cc1	12.5	-19.0	-5.8
CCCc1ccc(OCC(=O)NNC(=O)COc2cc(C)c(Cl)c(C)c2)cc1	-2.3	-2.3	x
O=C(Cc1cccs1)NCCn1nc(-c2ccncc2)ccc1=O	13.9	-6.4	x
CC(C)CC(=O)Nc1ccc(NC(=O)c2cnn3ccccc23)cc1	-1.5	3.0	x
C=C(C)Cn1c(SCC(=O)N/N=C\c2ccco2)nnc1-c1ccc(Br)cc1	2.1	-6.4	x
Cc1c(-c2ccc(C#N)cc2)oc2ccc(F)cc2c1=O	-4.0	3.9	-7.4
COc1ccc(Cl)cc1NC(=O)N1CCC(c2nc3ccccc3[nH]2)CC1	-2.9	-2.5	x
CCc1nc2c(OCc3ccc(Cl)cc3Cl)cccn2c1N(C=O)Cc1ccc(OC)cc1	-18.9	1.9	0.4
CCCC1CCc2sc(C(=O)N3CCc4c(nc[nH]c4=O)C3)cc2C1 (stereo unspecified)	8.4	-5.5	x
